KCNK9 block: inhibitors of human KCNK9 two-pore domain potassium channel | Q9NPC2 | HEK293 KCNK9, FluxOR thallium flux fluorescence; stronger effect = lower value | B-score at 10 µM | 310,000 compounds, 1.2% hits | AID 488922;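 active = ratio B-score over 3 SD below the library mean, with starting fluorescence within 5 SD of its mean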;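 also: negative B-score means less thallium flux so channel inhibition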
KCNK3 block: human KCNK3 channel inhibition, primary screen. B-score at 10 µM. O14649. 340,000 compounds, 0.84% hits. CHO-KCNK3 thallium flux, FluxOR fluorescence; stronger effect = lower value;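 active = B-score under library mean minus 4 SD, starting fluorescence ratio at most library mean plus 5 SD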;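 also: more negative B-score means stronger inhibition of thallium flux through KCNK3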
Target sequence (O14649 whole entry, looked up): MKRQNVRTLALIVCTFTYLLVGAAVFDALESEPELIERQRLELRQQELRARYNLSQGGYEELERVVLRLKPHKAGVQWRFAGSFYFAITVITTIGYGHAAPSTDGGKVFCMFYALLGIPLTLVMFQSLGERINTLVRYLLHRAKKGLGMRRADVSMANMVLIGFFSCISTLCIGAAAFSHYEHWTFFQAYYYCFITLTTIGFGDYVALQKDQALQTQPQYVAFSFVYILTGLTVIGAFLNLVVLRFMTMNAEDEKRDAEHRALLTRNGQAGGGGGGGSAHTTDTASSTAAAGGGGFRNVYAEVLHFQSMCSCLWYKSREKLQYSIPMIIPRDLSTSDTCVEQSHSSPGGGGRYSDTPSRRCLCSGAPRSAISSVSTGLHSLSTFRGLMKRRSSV
KCNQ1 pot: human KCNQ1 channel potentiation or activation; 310,000 compounds, 0.35% hits; CHO-K1 KCNQ1, thallium flux FluxOR fluorescence; stronger effect = higher value; P51787; B-score at 10 µM; AID 2648;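 active = fluorescence ratio B-score, a plate-corrected score, at least three library SD, with initial intensity B-score within 5 SD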
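Assay system: CHO-K1 cells stably expressing KCNQ1; Medium: assay buffer with matched DMSO; Also added: K+/Tl+ depolarizing stimulus; Dosing: single dose; Timing: dye 90 min, compound 20 min, room temperature; Measured by: kinetic FluxOR thallium fluorescence, 10-s 1-Hz baseline, 110-s post-stimulus read; Read-out: peak-minus-minimum fluorescence over initial fluorescence, negative-control normalized, B-scored.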
RGS4 pot: potentiators or activators of RGS4. B-score at 10 µM. HEK293 M3R/inducible RGS4, carbachol calcium flux Fluo4; stronger effect = lower value. 310,000 compounds, 0.92% hits;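 active = B-score of the integrated calcium signal more than 4 SD below the library mean, with starting fluorescence not abnormally high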;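 also: negative B-score means reduced calcium response which marks RGS4 activation or potentiation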
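Test system: HEK293 cells with stable M3R and inducible RGS4; also added: carbachol at ECmax as muscarinic agonist stimulus; schedule: dye loading 30 min 37 °C, buffer rest 30 min RT; technique: kinetic calcium fluorescence imaging with Fluo4-AM dye, 2 µM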
KCNQ1 block: inhibitors of human KCNQ1 potassium channel. B-score at 10 µM. AID 2642. CHO-K1 KCNQ1, FluxOR thallium flux fluorescence; stronger effect = higher value. 310,000 compounds, 1.3% hits;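 active = compounds whose thallium flux B-score, printed positive for inhibition, exceeds three library SD while starting fluorescence stays within three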;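 also: channel opened by potassium depolarization with thallium stimulus after 20 min compound exposure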
GSK3B inh: blocks human GSK3beta kinase activity | P49841 | 300,000 compounds, 0.038% hits | activity score (negative = inhibition), % at 10 µM | GST-GSK3beta kinase, ADP-Glo luminescence, 60 min; stronger effect = lower value;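 active = more than half of replicate wells score below -50%, meaning over 50% inhibition versus plate controls; inconclusive = some replicates but at most half score below -50%; inactive = no replicate scores below -50%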;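 also: 0% = median DMSO wells and -100% = median GW8510 positive control wells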
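Test system: GST-fused GSK3beta enzyme, cell-free | Quantity: 1.6 ng GST-GSK3beta enzyme per well | Reagent: 25 µM ATP with peptide substrate | Schedule: 60 min enzyme reaction, room temperature | Signal: Luminescent ADP-Glo measurement of ADP formed | Read-out basis: Score relative to plate controls | Control set: DMSO and 20 µM GW8510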
PolyA inh: blocks polyadenylation in yeast reporter cells. S. cerevisiae SKY197-pL101 polyadenylation reporter, beta-gal luminescence; efflux-impaired pdr1/pdr3 knockout yeast; score 100 = 6 SD above DMSO. calls only at 12 µM. 300,000 compounds, 0.02% hits. AID 1875;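 active = lowest replicate activity score at least 50, where 100 means six control SD above control mean; inconclusive = lowest score under 50 but half or more replicates reach 50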;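 also: yeast exposed to compound for 9 h at 30 °C; higher score means more reporter readthrough which indicates perturbed polyadenylation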
GSK3 alpha inh: human GSK-3 alpha kinase inhibition; P49840; ADP-Glo luminescence, 60 min; inhibition, % at 10 µM; 320,000 compounds, 0.1% hits;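 in the data active = inhibition above about 50%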;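 also: GST-tagged GSK-3 alpha with peptide substrate and 25 µM ATP; 0% = DMSO neutral wells and 100% = GW8510 positive control wells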
Target sequence (P49840 whole entry, looked up): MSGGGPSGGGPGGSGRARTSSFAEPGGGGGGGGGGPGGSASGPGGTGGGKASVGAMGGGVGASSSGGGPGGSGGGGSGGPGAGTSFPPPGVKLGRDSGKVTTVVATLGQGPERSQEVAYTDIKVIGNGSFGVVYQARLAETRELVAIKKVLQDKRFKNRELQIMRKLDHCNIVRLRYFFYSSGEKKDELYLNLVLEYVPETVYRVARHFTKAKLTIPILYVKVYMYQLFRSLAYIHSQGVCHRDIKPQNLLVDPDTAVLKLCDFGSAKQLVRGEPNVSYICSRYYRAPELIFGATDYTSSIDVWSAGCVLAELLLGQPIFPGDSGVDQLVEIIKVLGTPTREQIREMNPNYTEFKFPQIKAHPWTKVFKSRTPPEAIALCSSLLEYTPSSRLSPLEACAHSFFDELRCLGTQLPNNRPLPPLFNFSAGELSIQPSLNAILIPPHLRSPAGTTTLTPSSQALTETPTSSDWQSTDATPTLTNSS
HDAC3 inhib: inhibitors of human histone deacetylase 3; recombinant HDAC3, fluorogenic peptide/trypsin coupled, fluorescence; inhibition, % at 8.3 µM; 320,000 compounds, 0.15% hits; AID 2718; in the data active = inhibition above about 26%, passing the limit was not always enough; inconclusive = no clear call, values can overlap the other calls
hERG protect: compounds protecting human hERG from proarrhythmic drug block; Q12809; CHO-hERG, FluxOR thallium flux, dofetilide IC70 present; activation (rescue from dofetilide block), less the hit threshold, % at 10 µM; 310,000 compounds, 0.51% hits; AID 1511;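 active = activation above the mean of controls blocked by dofetilide plus 5 SD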;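 also: thallium influx through hERG after potassium depolarization seen as dye fluorescence rise; in these data hits start at about 4.7%; inactives centre near -7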
DYRK1A inh: inhibitors of rat Dyrk1A kinase | 310,000 compounds, 0.43% hits | ADP-Glo luminescence, NFATc1 peptide | AID 504441 | inhibition, % at 12.5 µM; in the data active = inhibition above about 50%;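 also: plate controls were vehicle with enzyme for no effect and no enzyme for full effect; many of its hits are not listed in these tables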
Active calls of the source: *; i = inactive; u = inconclusive; x = not tested or not shown. Some of the compounds tested; the hit share may differ from the screen's.

compound	RGS4 pot	PolyA inh	KCNQ1 block	GSK3 alpha inh	GSK3B inh	HDAC3 inhib	KCNK9 block	KCNK3 block	hERG protect	DYRK1A inh	KCNQ1 pot
Cc1nnc2ccc(N3CCCC3)nn12	i	i	i	1	5	1	i	i	-6	-12	i
O=C(C[n+]1ccc(Cc2ccccc2)cc1)Nc1ccccc1	i	i	i	-1	-7	-1	i	i	-2	-3	i
COc1ccccc1CNS(=O)(=O)N(C)C	i	i	i	0	-2	-1	i	i	-1	-1	i
Cc1oc(C(C)(C)C)cc1C(=O)Nc1cccc(/C=C\C(=O)O)c1	i	i	i	-2	-2	x	i	i	-8	8	i
CCOC(=O)/C(C(N)=NC)=C(\O)c1ccccc1	i	i	i	0	0	-2	i	i	-1	2	i
COc1cccc2cc(C(C)N(CCCN3CCOCC3)C(=S)Nc3ccc(C)c(C)c3)oc12 (stereo unspecified)	i	i	i	-1	5	2	i	-9.3*	-14	-4	i
CC(C)(C)n1cnc2cc(NCc3ccccc3O)ccc21	i	i	i	-3	3	8	i	i	-10	8	i
COc1ccc(OC)c(-c2cc(C(=O)Nc3c(C)nn(Cc4ccccc4)c3C)no2)c1	i	i	i	-1	0	u	i	i	-13	-3	i
Cc1cc(C)n(CC(=O)NC2C(=O)N3C(C(=O)O)=C(CSc4nnc(C)s4)CSC23)n1 (stereo unspecified)	i	x	i	-3	0	2	i	i	-9	-2	i
CCOc1ccc(-c2[nH]nc3c2C(c2ccc(O)cc2)C(C#N)=C(N)O3)cc1 (stereo unspecified)	i	i	i	0	-3	0	i	i	-7	28	i
CS(=O)(=O)c1[nH]nc(-c2cccc(Cl)c2)c1C#N	i	i	i	6	0	-5	i	i	0	x	i
COC(CNC(=O)CCc1c(C)nc2c(-c3ccccc3)c(C)nn2c1C)OC	i	i	i	-1	-1	-6	i	i	-6	-4	i
Cc1ccccc1C(=O)NC1CCN(Cc2nnnn2CCc2ccccc2)CC1	i	x	i	-3	-2	-13	i	i	-10	1	i
Cc1cccc(OCC(=O)N2CCN(C(=O)c3ccc([N+](=O)[O-])cc3)CC2)c1	i	i	i	6	2	-7	i	i	-8	-2	i
COc1ccc(C/C(N)=N/n2cnnc2)cc1	i	i	i	-6	2	-3	i	i	-4	-2	i
CC1(C)CC(NC(=O)c2ccc3c(c2)OCO3)CC(C)(C)N1	i	i	i	x	1	-1	i	i	-3	14	i
O=C(c1ccc2ccccc2c1)N1CCN(Cc2ccccc2)CC1	i	i	i	-1	2	-1	i	i	-6	-1	i
COC(=O)c1cn(-c2ccccc2)nc1-c1ccccc1	i	i	i	-1	-2	-5	i	i	-9	10	i
O=C(NCc1cccnc1)c1ccc(Cl)c(S(=O)(=O)Nc2ccccc2C(=O)NCc2cccnc2)c1	i	i	i	-3	1	3	i	i	-5	x	i
CCn1ncc(Br)c1C(=O)NC1CCCCCCC1	i	i	i	x	3	-19	i	i	-9	14	i
COc1ccccc1Oc1coc2cc(O)ccc2c1=O	i	i	i	-2	3	3	i	i	-6	1	i
O=C(COc1ccc2c(C(F)(F)F)cc(=O)oc2c1)Nc1ccc(N2CCOCC2)cc1	i	i	i	7	1	-5	i	i	-6	1	i
O=c1c(Cc2c(F)cccc2Cl)c(O)ccn1Cc1ccc2c(c1)OCO2	i	i	i	-2	0	0	i	i	-3	4	i
CCOC(=O)Cc1csc(NC(=O)COc2c(C)cccc2C)n1	i	i	i	0	2	6	i	-13*	-4	5	i
COc1ccc(C2=NN(C(C#N)c3ccc(OC)c(OC)c3)C(c3ccccc3)C2)cc1 (stereo unspecified)	i	i	i	13	5	2	i	i	-9	1	i
COCCNC(=S)N(CCc1c(C)[nH]c2ccccc12)Cc1ccco1	i	i	i	-1	-3	7	i	i	-6	-8	i
CCCc1cc(=O)[nH]c(SCC(=O)c2cc(C)n(-c3c(C)n(C)n(-c4ccccc4)c3=O)c2C)n1	i	i	i	2	1	-4	i	i	-18	6	i
C=CCN1CCN(C(c2cccc(OC)c2OC)c2nnnn2CCC(C)C)CC1 (stereo unspecified)	i	i	i	-2	0	1	i	i	-5	-9	i
CCn1c(COc2cccc3ccccc23)nnc1SCC(=O)OC1CCCCC1	i	i	10*	-5	2	18	i	i	-32	1	i
CN(CC(=O)Nc1ccncc1)S(=O)(=O)c1ccccc1	i	i	i	1	-5	6	i	i	-8	6	i
COCCN(C(=O)COC(=O)/C=C/c1ccc(C(F)(F)F)cc1)c1c(N)n(Cc2ccccc2)c(=O)[nH]c1=O	i	i	i	2	-3	-3	i	i	-10	-2	i
O=C(c1ccccc1)c1ccc(-c2ccc(O)cc2)cc1	i	i	i	-2	-4	10	i	i	-6	-2	i
Cc1cc(NC(=O)c2ccc([N+](=O)[O-])o2)ccc1NC(=O)c1ccco1	i	i	i	x	1	x	i	i	-9	2	i
COCCn1c(SCC(=O)N2CCCc3ccccc32)nnc1-c1ccoc1C	i	i	i	-1	3	-8	i	i	0	-4	i
CCOc1cccc2cc(C(=O)N3CCc4ccccc4C3)c(=O)oc12	i	i	i	-1	0	5	i	i	-18	6	i
NS(=O)(=O)c1ccc(NC(=O)COc2ccc(S(=O)(=O)N3CCCC3)cc2)cc1	i	i	i	-1	-3	-11	i	i	-6	-3	i
CCOC(=O)c1ccc(CN(Cc2ccc(C)cc2)S(=O)(=O)c2cccc([N+](=O)[O-])c2)cc1	i	i	i	2	1	0	i	i	-2	1	i
CC1CCN(C(=O)COC(=O)CNC(=O)C23CC4CC(CC(C4)C2)C3)CC1	i	i	i	-2	-10	3	i	i	-7	x	i
O=C(CCc1nc2ccccc2c(=O)[nH]1)N1CCN(S(=O)(=O)c2ccccc2Br)CC1	i	i	i	-5	0	0	i	i	-16	-4	i
CCn1cc(/C=C(\NC(=O)c2ccc(OC)c(OC)c2)C(=O)N2CCN(C)CC2)c2ccccc21	i	i	i	-3	0	4	i	i	-6	-7	i
O=C(Nc1nccs1)c1ccc(N2CCOCC2)c([N+](=O)[O-])c1	i	i	i	4	-8	5	i	i	-7	16	i
O=S(=O)(c1cccc2nsnc12)N1CCOCC1	i	i	i	2	1	10	i	i	2	1	i
CCOc1ccc(OCC(=O)N(C)c2c(N)n(Cc3ccccc3)c(=O)[nH]c2=O)cc1	i	i	i	4	-1	-4	i	i	-6	1	i
COc1cc(OC)cc(C(=O)N[C@H](C(=O)NCc2ccco2)C(C)C)c1	i	i	i	5	1	2	i	i	-17	6	i
CCC(=O)Nc1c2c(nn1-c1ccc(C)cc1C)CSC2	i	i	i	-2	-3	-2	i	i	-3	1	i
O=c1ccc(-c2ccc(S(=O)(=O)Nc3ccccc3)o2)n[nH]1	i	i	i	1	0	-2	i	i	-5	5	i
C=CCN1C(=O)N/C(=C/c2ccccc2OCC(=O)Nc2ccc(F)cc2)C1=O	i	i	i	-2	0	4	i	i	-10	5	i
CC(=O)Nc1ccc(NC(=O)c2ccccc2CCc2ccccc2)cc1	i	i	i	0	x	3	i	i	-5	x	i
COC(=O)c1ccc(NC(=O)CSc2nnc(COc3ccccc3)n2C)cc1	i	i	i	-2	2	1	i	i	-7	-3	i
CCN(Cc1ccccc1)Cc1c(F)cccc1F	i	i	i	-1	6	-4	i	i	-11	-8	i
CCc1cccc2c1NC(=O)C2(O)CC(=O)c1cccs1 (stereo unspecified)	i	i	i	-2	1	3	i	i	1	0	i
CSc1ccccc1NC(=O)c1ccc(Br)o1	i	i	i	-1	1	0	i	i	-8	-4	i
COc1cccc(NC(=O)c2oc3ccccc3c2NC(=O)C2CC2)c1	i	i	i	0	1	-4	i	i	-13	-10	i
O=c1c2c3c(sc2n2cnnc2n1CCc1ccccc1)CCCC3	i	i	i	-2	0	-4	i	i	-5	4	i
O=C(NC1(c2ccccc2)CC1)C1CCC(=O)N(Cc2ccc(Cl)cc2)C1 (stereo unspecified)	i	i	i	-3	0	4	i	i	0	0	i
O=c1cc(CO)oc(C(Nc2ccccn2)c2cccc(F)c2)c1O (stereo unspecified)	i	i	i	-1	0	3	i	i	-5	2	i
Cc1cc2ncn(C(=O)c3cc(-c4ccccc4)nc4ccccc34)c2cc1C	i	i	i	-1	-22	-3	i	i	-15	14	i
Cc1ccccc1C(=O)N/N=C/c1ccc([N+](=O)[O-])s1	i	i	i	-3	6	-1	i	i	-7	1	i
COCC(C)NC(=O)NC1(C(F)(F)F)Oc2ccc(Cl)cc2O1 (stereo unspecified)	i	i	i	x	-3	4	i	i	-15	1	i
Cc1ccc(-n2c(C)cc(C)c(C#N)c2=O)cc1	i	i	i	1	2	-6	i	i	0	-9	i

New compounds follow.
compound	RGS4 pot	PolyA inh	KCNQ1 block	GSK3 alpha inh	GSK3B inh	HDAC3 inhib	KCNK9 block	KCNK3 block	hERG protect	DYRK1A inh	KCNQ1 pot
CCC(C(=O)OCC(=O)NC(=O)NC(C)(C)C)c1ccccc1 (stereo unspecified)	i	i	i	1	-1	13	i	i	-4	-3	i
COc1ccc2oc(C(=O)NCCc3ccccc3)c(C)c2c1	i	i	i	-3	0	-8	i	i	-8	17	i
O=C(CS(=O)(=O)c1c[nH]c2ccccc12)N1CCCCC1	i	i	i	1	-1	-12	i	i	-9	-6	i
CC(C)CCNC(=O)C(c1ccncc1)N(C(=O)Cn1nnc(-c2ccc(F)cc2)n1)c1ccccc1F (stereo unspecified)	i	x	i	-4	1	-3	i	i	-5	-1	i
CCCOc1ccc(/C(O)=C2/C(=O)C(=O)N(CCN(C)C)C2c2ccco2)cc1 (stereo unspecified)	i	i	i	1	2	8	i	i	-7	-8	i
O=S(=O)(c1ccc(Br)cc1)c1nc(-c2ccco2)oc1NCC1CCCO1 (stereo unspecified)	i	i	i	-10	2	-5	i	i	-9	-4	i
COc1ccc(OC)c(S(=O)(=O)N2c3ccccc3CC2C)c1 (stereo unspecified)	i	i	i	-2	2	-1	i	i	-1	-4	i

Bioassay records as filed in PubChem BioAssay.
